Compound activity: PubChem, several laboratories
DDE Tn6 FP inh: inhibitors of Tn6 peptide binding to fibrin DD(E), primary screen, biochemical, fluorescence polarization, human fibrin, Tn6 probe | Fibrinogen beta chain (Homo sapiens), P02675 | inhibition, % at 8.3 µM | Fibrin DD(E) TRITC-Tn6 fluorescence polarization displacement | actives 0.21% (n = 370,000);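 active means inhibition above a per-campaign cutoff: mean of compounds within control limits plus 3 SD, cut at about 15% in these data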;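 further: 0% = median of all compound wells on the plate and 100% = blocking peptide control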
GC-B act: human GC-B receptor activators, primary screen, HEK293 GC-B cells, cGMP TR-FRET, EC30 CNP | 0% at EC30 CNP, 100% saturating CNP | actives 0.11% (n = 370,000) | Atrial natriuretic peptide receptor 2 (Homo sapiens), P20594 | activation, % at 10 µM;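 active means activation at 10 µM reaching about 35% in either raw or pattern-adjusted values, limit read from the data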
HGIII-sPLA2 inh: human group III sPLA2 inhibitors, primary screen, biochemical, QFRET, BODIPY PC-A2 liposome substrate | QFRET BODIPY PC-A2 liposome hydrolysis, fluorescence | inhibition, % at 12.2 µM | Group 3 secretory phospholipase A2 (Homo sapiens), Q9NZ20 | AID 743126, 2013 | actives 0.56% (n = 370,000);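 active means inhibition above mean plus 3 SD of compounds lying within the high and low control bounds, cut at about 19% in these data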;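 further: 0% = median of test compound wells and 100% = no enzyme DMSO wells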
ARFGAP1 inh: inhibitors of rat ARFGAP1 GAP activity, primary screen, biochemical, fluorescence polarization, GDP tracer. Arfgap1-stimulated ARF1 GTP hydrolysis, GDP FP detection. actives 0.26% (n = 360,000). inhibition, % at 16.5 µM;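 active means inhibition above a per-plate limit, mean inhibition of low control wells plus 3 SD, cut at about 25% in these data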;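 further: 0% = DMSO wells with enzyme and 100% = wells lacking Arfgap1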
Target sequence (Q62848 1-136 limits assumed): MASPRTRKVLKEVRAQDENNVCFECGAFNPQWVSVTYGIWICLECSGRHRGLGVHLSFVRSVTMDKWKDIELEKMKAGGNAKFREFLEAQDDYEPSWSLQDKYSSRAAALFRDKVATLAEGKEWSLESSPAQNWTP
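Material: rat Arfgap1 catalytic domain, aa 1-136; also added: human ARF1(Δ1-17)-GTP substrate; compound dosing: one concentration, 16.5 µM, DMSO 1.26%; incubation: GTP hydrolysis reaction 2 h at 25 °C; measured by: Tracer-displacement fluorescence polarization with EDTA stop, 620/688 nm; evaluation: % inhibition from polarization; repeats: one replicate per compound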
GAA850 FXN act: FXN promoter activators, primary screen, cell-based, luciferase luminescence, HEK293 lucGAA850 | HEK293 lucGAA850 FXN promoter luciferase reporter, 24 h; percent of 10 µM SAHA response | activation, % at 6 µM | actives 0.56% (n = 360,000) | AID 540364, 2011;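 active means activation above the average of all compounds screened plus 3 SD, cutoff fixed separately per campaign, cut at about 7.5% in these data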;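 further: 0% = DMSO wells and 100% = 10 µM SAHA wells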
ASAP1 GAP inh: inhibitors of human ASAP1 ArfGAP activity, primary screen, biochemical, fluorescence polarization | Arf-GAP with SH3 domain, ANK repeat and PH domain-containing protein 1 (Homo sapiens), … | ASAP1-stimulated ARF1 GTP hydrolysis, GDP FP detection | inhibition, % at 16.5 µM | actives 0.19% (n = 360,000) | AID 624377, 2012; in the data active means inhibition above about 25%;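 further: 0% = vehicle with enzyme and substrate and 100% = no enzyme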
Target sequence (Q9ULH1 325-724 limits assumed): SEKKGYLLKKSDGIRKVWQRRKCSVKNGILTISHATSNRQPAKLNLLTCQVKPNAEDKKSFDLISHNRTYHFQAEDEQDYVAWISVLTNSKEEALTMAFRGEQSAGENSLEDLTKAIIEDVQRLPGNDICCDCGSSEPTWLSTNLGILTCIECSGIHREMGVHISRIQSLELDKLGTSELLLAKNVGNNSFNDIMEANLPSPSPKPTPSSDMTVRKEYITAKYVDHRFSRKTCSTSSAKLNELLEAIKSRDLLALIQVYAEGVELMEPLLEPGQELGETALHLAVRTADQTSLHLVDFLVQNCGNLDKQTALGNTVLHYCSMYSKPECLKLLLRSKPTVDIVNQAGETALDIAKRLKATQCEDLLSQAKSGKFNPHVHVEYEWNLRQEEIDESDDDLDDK
ADAM10 inh: human ADAM10 inhibitors, primary screen, biochemical, QFRET, HTS. Disintegrin and metalloproteinase domain-containing protein 10 (Homo sapiens), O14672. inhibition, % at 7 µM. actives 0.62% (n = 370,000). recombinant ADAM10, EDANS/DABCYL FRET peptide cleavage, 3 h;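 active means inhibition above a per-campaign cutoff equal to the mean of compounds falling between control-based bounds plus 3 SD, cut at about 20% in these data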;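 further: 0% = DMSO wells while the 100% control is not disclosed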
Target sequence (O14672 214-748 limits assumed): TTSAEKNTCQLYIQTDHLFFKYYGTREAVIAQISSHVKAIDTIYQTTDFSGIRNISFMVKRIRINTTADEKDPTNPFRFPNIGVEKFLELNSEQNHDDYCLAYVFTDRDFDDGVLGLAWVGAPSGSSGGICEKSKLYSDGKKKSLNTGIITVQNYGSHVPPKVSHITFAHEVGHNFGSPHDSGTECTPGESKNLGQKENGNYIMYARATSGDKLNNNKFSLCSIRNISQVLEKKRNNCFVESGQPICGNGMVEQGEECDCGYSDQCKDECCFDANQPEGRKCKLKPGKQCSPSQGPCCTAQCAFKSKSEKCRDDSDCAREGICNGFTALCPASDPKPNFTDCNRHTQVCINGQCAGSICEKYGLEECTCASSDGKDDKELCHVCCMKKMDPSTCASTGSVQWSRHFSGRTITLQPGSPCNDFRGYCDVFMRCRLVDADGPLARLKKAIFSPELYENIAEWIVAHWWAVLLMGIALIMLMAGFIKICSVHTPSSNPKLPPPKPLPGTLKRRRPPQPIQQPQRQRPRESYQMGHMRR
proKLK7 act: proKLK7 zymogen activators, primary screen, biochemical, fluorescence intensity; purified proKLK7, EDANS-DABCYL substrate fluorescence; 100% is mature enzyme control, 0% vehicle; activation, % at 7 µM; AID 652039, 2013; Kallikrein-7 (Homo sapiens), P49862; actives 0.9% (n = 370,000);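 active means activation above the mean of all tested compounds plus 3 SD, computed per campaign excluding outliers beyond control limits, cut at about 13% in these data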
GC-A act: GC-A stimulated cGMP production enhancers – HEK293 GC-A cells, cGMP TR-FRET, EC30 ANP, primary screen; Atrial natriuretic peptide receptor 1 (Homo sapiens), P16066; 0% at EC30 ANP, 100% saturating ANP; activation, % at 10 µM; actives 0.14% (n = 370,000); in the data active means activation above about 40%
rCAG binder: binders of r(CAG) RNA repeats, primary screen, biochemical, fluorescence. r(CAG) RNA repeat, TO-PRO-1 dye displacement fluorescence. inhibition, % at 3 µM. actives 1.3% (n = 370,000). AID 651821, 2012;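 active means inhibition above the plate cutoff, the mean of all test compounds on that plate plus 3 SD, cut at about 35% in these data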;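 further: 0% = DMSO alone and 100% = 100 µM mitoxantrone as full dye displacement; higher means more dye released from RNA so lower well fluorescence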
Numbers without * were called inactive; i = inactive; x = not tested or not shown. Compounds were not picked by outcome, and some 4.5% of all compounds hit somewhere here.

item	structure	DDE Tn6 FP inh	GC-B act	HGIII-sPLA2 inh	ARFGAP1 inh	GAA850 FXN act	ASAP1 GAP inh	ADAM10 inh	proKLK7 act	GC-A act	rCAG binder
1	COc1cc2c(cc1OC)C(C)N(C(=O)/C=C/c1cc(OC)c(OC)c(OC)c1)CC2 (stereo not given)	5	10	-2	2	4.7	0	-17	0.2	6	-8
2	CC(C)(C)[C@@H]1C=C(C(N)=O)O[C@H](OCc2ccc(CO)cc2)C1	1	1	2	0	2.4	-12	-4	0.1	2	-4
3	O=C(C1COc2ccccc2O1)N1CCN(c2ccccc2F)CC1 (stereo not given)	5	0	4	3	4.8	2	-10	0.7	4	-6
4	COc1cc(C2C(=O)c3ccccc3C2=O)ccc1O	-13	-22	-5	16	0.3	-1	-53	-9.1	-17	13
5	Cc1ccc(S(=O)(=O)CC(=O)N2CCN(c3ccccc3F)CC2)cc1	2	2	-10	0	1.9	16	-6	-0.6	1	-5
6	CCCC(=O)N1CCC1(C)C(=O)NS(=O)(=O)c1cccc(F)c1 (stereo not given)	-1	0	6	-6	-1.4	6	-6	-0.3	3	-1
7	COc1ccc(S(=O)(=O)N[C@@H](CSCc2ccccc2)C(=O)O)cc1	3	3	-1	-1	-1.2	-1	8	-0.8	3	8
8	CC(=O)SCC[N+](C)(C)C	1	-1	-5	3	-0.5	18	2	0.5	2	2
9	Cc1cn(CC(=O)N(C)Cc2ccco2)c(=O)[nH]c1=O	0	3	7	4	0.0	2	-4	-0.5	5	2
10	O=C(C[n+]1ccccc1)Nc1ccc(Oc2ccccc2)cc1	10	-1	-6	6	-1.4	2	-9	-0.2	5	2
11	COc1cc(C(=O)Nc2cccc(S(=O)(=O)N3CCCC3)c2)cc(OC)c1C	7	5	-27	-14	0.2	1	4	0.2	1	4
12	CC(=O)c1cnc2cc(-c3ccc(C)cc3)nn2c1C	-2	-7	-5	-4	11*	-5	-42	-0.3	4	-1
13	Cc1ccccc1-n1c(=O)/c(=C\c2ccco2)s/c1=C(/C#N)C(=O)Nc1ccccc1	3	1	-2	-13	-0.8	5	6	-3.1	-2	13
14	O=C(CCn1nc(-c2ccc(Cl)cc2)c2ccccc2c1=O)NCCN1CCOCC1	-3	2	-4	2	1.1	-5	1	0.6	1	-9
15	Cc1nc2ccc(Br)cc2c2c1CC(CO)O2 (stereo not given)	1	-2	-1	2	0.8	-1	4	0.1	2	-1
16	O=C(COc1ccc2ccc(=O)oc2c1)N1CCN(c2ccccc2)CC1	5	-1	5	8	0.3	3	-292	-0.7	0	-8
17	O=c1[nH]c(NCCO)nc2c1C1(CCCC1)Cc1ccccc1-2	9	4	-25	0	0.3	-6	i	-1.1	3	-2
18	O=[N+]([O-])c1cc(S(=O)(=O)N2CCCC2)ccc1NCCCN1CCOCC1	-1	1	-3	-5	1.7	1	3	0.4	1	-3
19	COc1cc(C(=O)Nc2nc(C)c(Cc3ccc4c(c3)OCO4)s2)cc(OC)c1OC	-2	9	9	11	-4.8	15	7	-14	18	8
20	COc1ccc(NC(=O)C2CC(=O)n3ncnc3N2)cc1 (stereo not given)	-2	2	-8	17	-0.9	4	-2	0.1	3	0
21	O=C(NCc1ccc(F)c(F)c1)C1C2C=CC3(CN(Cc4ccccc4)C(=O)C13)O2 (stereo not given)	3	-2	3	x	x	x	-5	0.2	1	3
22	COc1ccc(CCNC(=O)C(CCC(N)=O)NS(=O)(=O)c2ccc(Cl)cc2)cc1OC (stereo not given)	-1	1	-1	0	2.9	-7	-5	0.1	1	6
23	O=C(NCCSc1ccccc1)c1cncc(Br)c1	10	7	6	6	1.6	6	-10	-0.2	3	0
24	CCO[C@H]1OC(C(=O)N2CCN(Cc3ccccc3)CC2)=C[C@@H](C)[C@@H]1CCCO	-4	-2	-4	4	-2.2	3	5	-0.3	0	-10
25	CCOCCCN1CC(C(=O)NCCc2ccccc2)CC1=O (stereo not given)	-7	4	8	7	2.5	17	0	0.1	-4	-3
26	CC1(C(=O)NS(=O)(=O)c2ccc(F)cc2F)CCN1C(=O)Cc1ccccc1 (stereo not given)	9	-5	-5	-19	0.8	4	6	0.1	3	3
27	COCCn1nnnc1CN1CCN2CCCC2C1 (stereo not given)	-5	7	11	5	0.9	12	-11	0.1	1	0
28	Cc1cc(C)c2c(NC(N)=S)n[nH]c2n1	-3	5	11	-9	0.1	-9	-9	-1.2	0	-3
29	COc1ccc(C(OCC(O)CNCCc2ccccc2)c2ccc(OC)cc2)cc1 (stereo not given)	-4	-15	-5	10	-1.9	2	3	0.5	-28	1
30	Cc1ccc(S(=O)(=O)NCC(=O)NCC(=O)OC(C(=O)NC(N)=O)C(C)C)cc1C (stereo not given)	-3	6	-1	-2	-0.4	6	-3	0.6	0	-3
31	COCCn1c(SCC(=O)Nc2ccc(S(N)(=O)=O)cc2)nc2ccccc21	-2	-5	-6	16	1.2	1	6	0.8	-8	1
32	Cc1ccc(C(=O)OCc2cn3ccccc3n2)cc1	-5	-6	-6	1	-8.7	1	-1	-0.2	1	-2
33	Cc1ccc(C(C(=O)NCc2ccco2)N(C(=O)CNC(=O)c2cccs2)c2ccc(C)cc2)cc1 (stereo not given)	-9	-4	5	1	-1.5	3	1	-0.3	-10	1
34	Cc1c(Cl)cccc1NC(=O)CCN1C(=O)C2CC=CCC2C1=O (stereo not given)	-6	3	-3	4	-0.2	-11	-2	0.2	-2	-3
35	COC(=O)C1=C(C)N(Cc2ccccc2C(F)(F)F)C(=NCc2cc(OC)c(OC)c(OC)c2)NC1CCc1ccccc1 (stereo not given)	-5	-8	-10	7	x	5	-5	-1.4	-18	9
36	O=C(Nc1cc(Cl)ccc1-n1cncn1)c1cccc(S(=O)(=O)N2CCOCC2)c1	1	6	-6	11	3.6	8	93*	-0.8	1	1
37	Cc1ccc(OCC(=O)N/N=C2/SCC(=O)N2Cc2ccco2)cc1	-8	-4	-2	0	0.3	-2	-8	0.1	-6	-4
38	CCOc1ccc(N(CC(=O)NCc2ccc(F)cc2)C(=O)CCC(=O)Nc2nccs2)cc1	8	-3	-6	0	0.4	-6	-16	0.9	0	-7
39	CCCOc1cccc(C2/C(=C(/O)c3ccc(F)cc3)C(=O)C(=O)N2CCN(C)C)c1 (stereo not given)	-6	2	-6	8	-1.3	13	4	-0.3	3	1
40	CC(C)(C)c1ccc(S(=O)(=O)NCc2ccc(C(=O)N3CCCC3)cc2)cc1	0	-4	-3	6	1.8	2	4	0.2	2	-9
41	Cc1cc(N)c2ccccc2n1	-2	x	14	9	-0.6	-6	-15	-0.4	x	2
42	Cc1ccc(NC(=O)C(C)OC(=O)c2cc(=O)[nH]c3ccccc23)cc1S(=O)(=O)N1CCOCC1 (stereo not given)	4	5	-13	1	0.5	9	-113	-11	-1	24
43	CCOC(=O)c1c(C)oc2cc(Br)c(OC)cc12	5	-9	5	-3	1.3	-2	6	0.2	-8	1
44	COc1ccccc1C(C)NC(=O)c1ccc(NC(=O)CC2SC(N3CCCC3)=NC2=O)cc1 (stereo not given)	9	5	12	0	0.7	-4	-13	0.0	2	4
45	Cc1c(C(=O)O)oc2c1/C(=N\O)CC(C)(C)C2	-3	2	8	-7	-0.4	7	-7	0.2	1	-2

Full records as entered above. Values in the order: DDE Tn6 FP inh | GC-B act | HGIII-sPLA2 inh | ARFGAP1 inh | GAA850 FXN act | ASAP1 GAP inh | ADAM10 inh | proKLK7 act | GC-A act | rCAG binder
`CCOc1ccc(N(CC(=O)NCc2ccc(F)cc2)C(=O)CCC(=O)Nc2nccs2)cc1` reads 8 | -3 | -6 | 0 | 0.4 | -6 | -16 | 0.9 | 0 | -7
`Cc1c(Cl)cccc1NC(=O)CCN1C(=O)C2CC=CCC2C1=O` (stereo not given) reads -6 | 3 | -3 | 4 | -0.2 | -11 | -2 | 0.2 | -2 | -3
`COC(=O)C1=C(C)N(Cc2ccccc2C(F)(F)F)C(=NCc2cc(OC)c(OC)c(OC)c2)NC1CCc1ccccc1` (stereo not given) reads -5 | -8 | -10 | 7 | x | 5 | -5 | -1.4 | -18 | 9

More structures follow.
item	structure	DDE Tn6 FP inh	GC-B act	HGIII-sPLA2 inh	ARFGAP1 inh	GAA850 FXN act	ASAP1 GAP inh	ADAM10 inh	proKLK7 act	GC-A act	rCAG binder
46	CCC(C)N(C(=O)CN1C(=O)NC2(CCc3ccccc32)C1=O)C1CCS(=O)(=O)C1 (stereo not given)	-2	4	-1	3	0.7	9	-12	-0.1	2	3
47	O=C(CSc1nnc2ccccn12)NNC(=O)c1cccc(Cl)c1	-5	-4	0	-8	0.7	2	-8	0.1	2	2
48	CC(=O)C12C3C4C(C5C1C3C5(Br)C41OCCO1)C21OCCO1 (stereo not given)	-2	-1	-1	12	0.0	-16	-3	1.1	-5	-2
49	NC(=O)C1CCC(NC(=O)OCc2ccccc2)CC1 (stereo not given)	6	8	4	7	0.9	-9	-1	0.4	2	-1
50	COC(=O)c1cc(NC(=O)c2c(F)c(F)c(F)c(F)c2F)cc(C(=O)OC)c1	-7	-1	-3	17	1.7	-2	2	-0.1	-2	2
51	COC(=O)C[C@H]1CC[C@@H]2[C@H](COc3ccc(NC(=O)c4cnccn4)cc3C(=O)N2C)O1	-4	0	6	x	x	x	0	0.5	1	1
52	O=C(Cn1nnc(-c2cc(Cl)ccc2-n2cnnn2)n1)N1CCCc2ccccc21	7	0	-7	11	0.7	-5	-1	-0.3	3	1
53	O=C(Nc1ccc2c(c1)OCCO2)NC1(C(F)(F)F)Oc2ccccc2O1	-7	3	9	-1	-11	4	14	-0.8	2	6
54	CCC(=O)Nc1ccc(NC(=O)CSc2nnnn2-c2ccc(OC)cc2)cc1	-3	-2	3	17	-1.1	-5	3	-0.5	1	-3
55	Cc1ccc(NC(=O)NCc2ccncc2)cc1Cl	-4	-2	-4	8	2.1	8	2	-0.4	4	4
56	O/N=C1\CCCc2ccc(Cl)cc21	-2	0	-3	-2	2.9	6	7	-0.9	3	4
57	Cn1nc([N+](=O)[O-])c(C(C#N)c2ccccn2)c(Cl)c1=O (stereo not given)	1	2	10	-7	0.8	10	-7	-0.5	4	5
58	CCCCN1CCN(C(=O)Cn2c(=O)c3ccccc3n(CC)c2=O)CC1	5	8	2	x	x	x	-8	-0.3	4	1
59	O=C(CNc1ccccc1)N/N=C/c1cc([N+](=O)[O-])ccc1N1CCCC1	-2	0	4	14	0.9	0	2	-0.3	0	12
